From PubChem
AmpC no deterg: AmpC beta-lactamase inhibition without detergent. AmpC nitrocefin hydrolysis, absorbance 480 nm, 0.0001% Triton. Potency, µM (highest dose often 57.1 µM), for the others: top-dose activity change, negative = inhibition, most hits filed as inhibitors. 330,000 tested, 0.52% active. AID 485341;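 further: potency means the concentration at half of the fitted maximal effect; plate controls were no compound for no effect and no enzyme for full effect; nearly all actives have a fitted effect of over 20% in size; some results filed as inactive show a strong effect at the top dose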
Target sequence (P00811 whole entry, looked up): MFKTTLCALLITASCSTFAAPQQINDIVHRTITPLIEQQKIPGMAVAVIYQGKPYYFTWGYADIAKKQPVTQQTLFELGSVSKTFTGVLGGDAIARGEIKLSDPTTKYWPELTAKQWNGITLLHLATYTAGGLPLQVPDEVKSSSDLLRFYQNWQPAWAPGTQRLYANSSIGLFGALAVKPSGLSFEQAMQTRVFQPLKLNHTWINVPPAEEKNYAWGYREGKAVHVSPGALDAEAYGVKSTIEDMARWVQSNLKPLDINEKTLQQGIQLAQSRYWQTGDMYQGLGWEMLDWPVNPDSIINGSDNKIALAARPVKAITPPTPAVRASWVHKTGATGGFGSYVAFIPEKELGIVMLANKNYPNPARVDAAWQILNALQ
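20 mM phosphate pH 7.0 + 0.01% (detergent screen) or 0.0001% Triton X-100; 5.3 nM AmpC reagent; cpd preinc 15 min RT; nitrocefin (800 uM stock) to start; A480 q20 s × 4 min; Activity was normalised to no-enzyme and no-compound control wells.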
Pf growth 48h: P. falciparum growth inhibition at 48 hours (one generation); P. falciparum luciferase growth in erythrocytes, 48 h; Potency, µM (series often up to 28.7 µM), for the others: at the top dose activity change, negative = inhibition, hits mostly inhibitors; 310,000 tested, 5.9% active; further: potency means the concentration at half of the fitted maximal effect; on the % scale 0 is the no-effect control and ±100 the full control effect
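Erythrocytes infected with P. falciparum carrying an integrated firefly luciferase reporter (2% hematocrit, 0.1% parasitemia final) were exposed to compounds in RPMI 1640 with 0.5% Albumax at 37 C, 5% CO2. Growth inhibition was scored as reduced luminescence.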
LmPK inhibitor: inhibitors of Leishmania mexicana pyruvate kinase; Q27686; purified LmPK, Kinase-Glo ATP luminescence, 1 h; Potency, µM (highest dose often 57.5 µM), without a hit: top-dose activity change, negative = inhibition, actives largely listed as inhibitors; 290,000 tested, 0.37% active; AID 1721; further: potency means the concentration at half of the fitted maximal effect; on the % scale 0 is the no-effect control and ±100 the full control effect
Target sequence (Q27686 whole entry, looked up): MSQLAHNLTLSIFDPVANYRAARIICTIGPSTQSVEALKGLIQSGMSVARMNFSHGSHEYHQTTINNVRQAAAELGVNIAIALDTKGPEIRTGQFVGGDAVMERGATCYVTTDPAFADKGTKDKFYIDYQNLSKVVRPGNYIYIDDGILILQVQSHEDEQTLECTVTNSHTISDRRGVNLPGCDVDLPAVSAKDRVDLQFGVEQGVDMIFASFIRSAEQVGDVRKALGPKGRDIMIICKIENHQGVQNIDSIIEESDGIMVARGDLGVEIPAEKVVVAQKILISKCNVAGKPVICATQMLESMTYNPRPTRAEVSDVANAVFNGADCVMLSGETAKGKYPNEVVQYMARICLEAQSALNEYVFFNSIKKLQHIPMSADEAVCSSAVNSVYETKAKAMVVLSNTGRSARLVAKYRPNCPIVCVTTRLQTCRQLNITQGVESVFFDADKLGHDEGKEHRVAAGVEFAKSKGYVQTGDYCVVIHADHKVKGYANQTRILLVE
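In 50 mM imidazole pH 7.2 with 7 mM MgCl2, LmPK (0.1 nM) turned over PEP (0.5 mM) and ADP (0.1 mM) for 1 h at room temperature. Luciferase read-out of ATP.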
Shiga toxin inh: blocks Shiga toxin action in Vero cells | Vero cells, Shiga toxin protein synthesis inhibition reporter | inhibition, % at 38.7 µM | 290,000 tested, 9.2% active; in the data active means inhibition mostly above about 28%, no sharp cut-off; inactive means mostly below about 43%; further: 0% is about no effect
CHX counter: counter-screen hit for Shiga toxin inhibitors, cycloheximide | cell reporter, cycloheximide protein synthesis inhibition counterscreen | max response, % | 300,000 tested, 12% active; in the data active means max response mostly above about 13%, no sharp cut-off; inactive means mostly below about 14%; further: read at 38.3 µM for the half of the compounds with a filed dose; 0% is about no effect
Pf growth 96h: P. falciparum growth inhibition at 96 hours | P. falciparum luciferase reporter growth, 96 h | Potency, µM (highest dose often 28.7 µM), inactives show at the top dose activity change, negative = inhibition, hits mostly inhibitors | 320,000 tested, 6.9% active | AID 504834; further: potency means the concentration at half of the fitted maximal effect; on the % scale 0 is the no-effect control and ±100 the full control effect
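Infected RBCs, 2% Hct / 0.05% parasitemia final; luciferase-reporter P. falciparum; cpd 96 h, 37 C, 5% CO2; luciferase detection reagent; luminescence.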
TbPYK inhibitor: T. brucei pyruvate kinase inhibition; Potency, µM (highest dose often 76.8 µM), without a hit: at the top dose activity, negative = inhibition, hits mostly inhibitors; TbPYK enzyme, Kinase-Glo Plus ATP luminescence, 45 min; AID 624173; 410,000 tested, 0.12% active; Q57TT1; further: potency means the concentration at half of the fitted maximal effect; on the % scale 0 is the no-effect control and ±100 the full control effect; nearly all actives have a fitted effect of over 50% in size
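In this concentration-response screen, enzyme-free wells defined baseline while DMSO plates tracked drift. Each reaction combined TbPYK, substrate, compound and 130 uM ADP for 45 min at room temperature. Kinase-Glo Plus luminescence gave the signal.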
Numbers without * were called inactive; ? = inconclusive; . = not tested or not shown; & = joins results of further samples; [ ] = another dose, or the depositor's remark. Unless noted, the call rests on the fitted dose curve; in most records, active means well fitted curve in the direction sought with a large enough effect; inconclusive means small, poorly fitted or top-dose-only effect, or another doubt; inactive means no such curve, though single readings can be large; an effect the other way counts as inactive or inconclusive.

SMILES	AmpC no deterg	Pf growth 48h	LmPK inhibitor	Shiga toxin inh	CHX counter	Pf growth 96h	TbPYK inhibitor
CC(C)c1onc(C(=O)N2CCN(c3ccc(F)cc3)CC2)c1[N+](=O)[O-]	0%	?	-2%	-1	-2	?	-1%
Cc1cccc(CCNS(=O)(=O)c2cnc[nH]2)c1	-7%	-8%	-8%	-12	-2	?	7%
NC(=O)c1c(NC(=O)COC(=O)CSc2nnc(-c3ccc(Cl)cc3)o2)sc2c1CCC2	-26%	-6%	3%	-44	-2	115%[activator]	4%
CCCCN(CCCC)S(=O)(=O)c1ccc(C(=O)Nc2nnc(COC)o2)cc1	-15%	?	1%	12	-2	72%[activator]	-5%
O=C(CCN=C1NS(=O)(=O)c2ccccc21)OCc1nnc(-c2ccccc2)o1	-24%	2%	.	.	.	39%[activator]	-27%
CCOC(=O)/C(=C/C=C1\Sc2ccccc2N1CC)C(C)=O	19%	?	3%	14	6	46%[activator]	-4%
CCOc1ccccc1C(=O)NCC(=O)Nc1ccc(-c2ccccc2)cc1	-19%	7%	-2%	39	9	26%	2%
CCCN(CCC)C(=O)CSc1nc2n[nH]c(C)c2c(=N)n1-c1ccc(OCC)cc1	246%[activator]	?	2%	14	11	3%	-16%
O=C1CCCN1CCCNc1ccc2nnc(CCC(=O)N3CCN(c4ccc(F)cc4)CC3)n2n1	58%	-7%	-6%	-10	-5	9%	-3%
CC(=O)c1cccc(NC(=O)c2ccc(NC(=O)CC3SC(N4CCCCC4)=NC3=O)cc2)c1 (centres undefined)	6%	?	-3%	-4	-1	?	-2%
CCC(C)c1ccccc1NC(=O)COC(=O)CCc1cc(OC)c(OC)c(OC)c1 (centres undefined)	29%	-11%	-1%	-6	-2	13%	1%
C=CCn1c(=S)[nH]c2cc(C(=O)NCCc3ccc(S(N)(=O)=O)cc3)ccc2c1=O	-46%	?	.	.	.	1%	-1%
CCOc1cccc(C(=O)Nc2ccc(N3CCN(S(C)(=O)=O)CC3)cc2)c1	-6%	.	0%	-11	-5	?	-4%
Cn1c(SCc2ccc(Br)cc2)nc2ccccc2c1=O	-46%	0%	7%	16	-2	?	-2%
O=C(Nc1ccc(Oc2ccccc2)nc1)C1CCN(Cc2ccco2)CC1	-17%	-24%	7%	3	-1	15%	-3%
CC[n+]1c(/C=C/N(C)c2ccccc2)oc2ccccc21	-10%	0.93µM*	1%	-5	-2	-14%	-3%
CN(C)c1ccc(C(=O)c2ccc(O)cc2O)cc1	-30%	250%[activator]	-20%	54*	29*	352%[activator]	8%
CCc1nc2nc(C)c(NS(=O)(=O)c3ccc4c(c3)CCCC4)c(=O)n2[nH]1	-20%	8%	-3%	-6	2	-12%	6%
O=C(C1CCC1)N1CCN(c2ccc(Cl)cc2)CC1	8%	4%	-7%	14	12*	7.4µM*	-1%
CSCCC(NC(=O)c1ccc(C(C)(C)C)cc1)C(=O)O (centres undefined)	-26%	-4%	2%	1	3	18%	-3%
COC(=O)CSc1nc(C)c(C)c(C)c1C(N)=O	-14%	17%	2%	-13	7	?	-4%
Cc1ccc(CSCCNC(=O)c2ccc(Cl)c(S(=O)(=O)N3CCOCC3)c2)cc1	52%	.	14%	-7	-2	5.2µM*	1%
Cc1ccccc1OCC(=O)NNC(=S)NC(=O)c1ccco1	-25%	?	0%	13	-4	?	-16%
CC(=O)c1cc(NC(=O)c2cccc(C(F)(F)F)c2)c(=O)oc1/C=C/N(C)C	-17%	42%[activator]	4%	-10	1	48%[activator]	1%
Cc1cc(OCC(=O)N2CCc3ccccc3C2)c(C)cc1Br	15%	-7%	5%	40*	27*	7%	-6%
COc1ccc(Oc2cc(Cl)nc(N)n2)cc1	-10%	19%	1%	12	12	-12%	-5%
O=C(OCc1nnc(-c2ccccc2)o1)c1ccccc1	-13%	55%[activator]	-27%	90*	29*	36%[activator]	3%
COc1ccc(C2CC(C(F)(F)F)n3nc(C(=O)N(C)Cc4cn(C)nc4C)c(Cl)c3N2)cc1 (centres undefined)	112%[activator]	15µM*	4%	-2	2	0%	-1%
COC(CNC(=O)c1ccc(CS(=O)(=O)c2c(Cl)cccc2Cl)o1)OC	0%	1%[0.00184 µM]	3%	-2	-4	-26%	-19%
COc1ccc(C2CC(=O)Nc3sc(=N)c4c(N)c(C#N)c(N)nc4c32)cc1OC (centres undefined)	-3%	0%	-7%	-10	-4	3%	-6%
COc1cccc(CNC(=O)C2CCN(Cc3cnn(-c4ccccc4)c3-n3cccc3)CC2)c1	138%[activator]	?	5%	10	15	30%	-2%
CCN1c2ccc(S(=O)(=O)N3CCOCC3)cc2N(Cc2ccc(OC)cc2)C1C (centres undefined)	51%	?	-1%	19	4	?	0%
Cc1ccc(S(=O)(=O)N2CCC(=O)N(CCOCc3ccc(C(F)(F)F)cc3)CC2)cc1	281%[activator]	-22%	2%	-2&-8	7&-2	?	0%
CC(OC(=O)Cc1n[nH]c(=O)c2ccccc12)C(=O)Nc1ccc(F)cc1Cl (centres undefined)	-35%	?	.	.	.	8%	-7%
Cc1cnc(C(=O)NC2CCSc3ccccc32)cn1 (centres undefined)	-7%	15%	0%	7	6	?	0%
CCOc1ccc(-n2c(C)nnc2SCC(=O)N(CC)CC)cc1	34%	.	0%	-15	-5	136%[activator]	10%
COC(=O)C1=C(C)NC(=O)NC1c1ccc([N+](=O)[O-])o1 (centres undefined)	-32%	-19%	1%	-6	-4	24%	5%
CCOc1ccc(OCCn2c(S(=O)(=O)O)nc3c(N)ncnc32)cc1	-5%	17%	-5%	-6	-2	45%[activator]	2%
COc1ccc(-c2nnc(SCc3ccc(C(=O)O)cc3)n2N)cc1	-9%	53%[activator]	-4%	4	-2	5%	-8%
Cc1ccc(NC(=O)COC(=O)/C=C/c2ccc(Br)o2)cc1S(=O)(=O)N(C)C	-28%	-29%	3%	15	-3	1%	1%

Compound profiles, as listed above:
COc1ccc(C2CC(C(F)(F)F)n3nc(C(=O)N(C)Cc4cn(C)nc4C)c(Cl)c3N2)cc1 (centres undefined) is listed as AmpC no deterg = 112%[activator]; Pf growth 48h = 15µM*; LmPK inhibitor = 4%; Shiga toxin inh = -2; CHX counter = 2; Pf growth 96h = 0%; TbPYK inhibitor = -1%
Cc1cnc(C(=O)NC2CCSc3ccccc32)cn1 (centres undefined) is listed as AmpC no deterg = -7%; Pf growth 48h = 15%; LmPK inhibitor = 0%; Shiga toxin inh = 7; CHX counter = 6; Pf growth 96h = ?; TbPYK inhibitor = 0%

(listing goes on)
SMILES	AmpC no deterg	Pf growth 48h	LmPK inhibitor	Shiga toxin inh	CHX counter	Pf growth 96h	TbPYK inhibitor
COCCN(C(=O)COC(=O)Cc1ccc(Cl)cc1Cl)c1c(N)n(Cc2ccccc2)c(=O)[nH]c1=O	210%[activator]	?	.	.	.	-2%	1%
O=C(O)c1ccc(CNCc2ccccc2F)cc1	0%	0%	3%	24	-3	-11%	-20%
CCOCCCNC(=O)c1ccccc1Br	-8%	9%	3%	-3	-1	.	-7%
CCOC(=O)c1sc(NC(=O)CSc2nnc(-c3ccco3)o2)c(C(=O)OCC)c1C	-12%	-5%	0%	-1	-1	.	4%
CCN(CC)S(=O)(=O)c1ccc(OC)c(NC(=O)CSc2ccccc2)c1	35%	-16%	5%	7	-2	?	5%
CCOC(=O)CCCNC(=O)CCNC(=O)c1ccc(OCC(C)C)cc1	62%[activator]	-7%	-1%	-2	-3	-3%	-7%
CCCCCCCCNC(=O)CCNC(=O)c1ccc(C(C)(C)C)cc1	-14%	.	4%	8	-3	?	-2%
Cn1cccc1CC(=O)N/N=C/c1cc([N+](=O)[O-])ccc1Cl	-49%	?	13%	1	-2	?	-9%
CC(OC(=O)c1ccc2c(c1)OCO2)C(=O)NC1CCCCC1C (centres undefined)	-3%	-7%	.	.	.	5%	-2%
COc1ccc(N2C(=O)C(CC(=O)Nc3ccccc3)N(CCc3ccc(OC)c(OC)c3)C2=O)cc1 (centres undefined)	48%	-12%	-3%[11.5 µM]	23	-4	?	0%
CC(=O)Oc1ccc2oc3c(c2c1)C(=O)CCC3	-8%	14%	-3%	24	1	17%[5.75 µM]	-6%
O=C(NCc1ccc2c(c1)OCO2)C1CCCN1C(=O)Nc1ccccc1 (centres undefined)	1%	17%	-9%	-2	-2	11%	-12%
COc1ccc(C(=O)Nc2ccc(CN3CCOCC3)cc2)cc1	-23%	82%[activator]	1%	80*	21	.	-1%
Cc1ccc(Cl)cc1NC(=O)C1CCCN(S(C)(=O)=O)C1 (centres undefined)	-2%	13%	1%	1	1	10µM*	-11%
Cc1onc(-c2ccccc2)c1NC(=O)Nc1c(-c2ccccc2)noc1C	-48%	?	2%	-12	9	?	-4%
O=C(COc1ccc(Cl)cc1Cl)NC(=O)N1CCOCC1	-12%	94%[activator]	-4%	93*	35*	.	2%
Cc1ccc(CNC(=O)Cn2c([N+](=O)[O-])cnc2C)cc1	-16%	-5%	0%	-4	-2	?	-9%
CS(=O)(=O)N1CCN(c2ccc(NC(=O)c3ccccc3)cc2)CC1	2%	131%[activator]	2%	82*	37*	13%	-5%
O=C(CN1C(=O)CSC1=O)N1CCCCC1	-1%	18%	3%	16	2	70%[activator]	0%
CC(NC(=O)C(c1ccccc1)c1ccccc1)c1ccc(S(N)(=O)=O)cc1 (centres undefined)	-32%	31%[activator]	2%	-4	-1	23%	3%
COc1cc(/C=N/NC(=O)CCC(=O)Nc2ccc(Br)cc2)ccc1O	-23%	-1%	5%	-7	-5	29%	4%
c1ccc(-c2nnc3n2-c2ccccc2SC3)cc1	-4%	-4%	1%	23	-1	102%[activator]	-1%
CC(=O)c1ccc(NC(=O)Cn2c(=O)oc3ccccc32)cc1	-27%	1%	-3%	-3	1	0%	2%
Fc1ccc(Br)cc1/C=N/N1CCN(c2ccccc2)CC1	-31%	29%	7%	.	10	-12%	-2%
O=Cc1ccc(Oc2ccc(F)cc2)nc1	-3%	12%	7%	12	5	110%[activator]	-1%
Cc1c(N/C(=N/S(=O)(=O)c2ccccc2)c2ccc(Cl)cc2)c(=O)n(-c2ccccc2)n1C	-7%	-18%	-1%	-4	3	16%	-4%
COc1cc(-c2nnc(SCC(=O)/C(C#N)=C(\C)N)o2)cc(OC)c1OC	-15%	?	-1%	-13	-1	9.3µM*	0%
O=C(CSC1CC(=O)N(c2ccc(C(=O)O)cc2)C1=O)Nc1ccc2ccccc2c1 (centres undefined)	-23%	10%	13%	4	-1	?	-3%
CCNC(=O)C12CCC(C)(c3nc4cc(C)c(C)cc4nc31)C2(C)C (centres undefined)	67%[activator]	?	0%	2	-1	1%	-7%
O=S(=O)(c1ccc2c(c1)OCCO2)N1CCC(c2nc3ccccc3[nH]2)CC1	-28%	?	-2%	-16	-2	.	8%
COc1ccccc1OCC(=O)Nc1cc(C(F)(F)F)ccc1-n1cncn1	4%	9.3µM*	.	.	.	?	-2%
CCOc1nc(-c2ccccc2)ccc1-c1noc(-c2cccs2)n1	-11%	?	3%	-7	-3	?	0%
